Assay outcomes: PubChem BioAssay, several laboratories
GPR55 beta-arrestin = GPR55 agonists via beta-arrestin recruitment, primary screen, imaging, U2OS cells, beta-arrestin-GFP redistribution (AID 1961) | activation, % at 10 µM, or EC50 in µM where a hit was titrated | U2OS GPR55 beta-arrestin-GFP redistribution imaging; higher % means a stronger effect | 290,000 compounds, 0.048% hits;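 active = activation above 40% with more than 50 cells counted in the well; inconclusive = wells holding fewer than 50 cells, flagged as toxic or sparse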;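 note: U2OS osteosarcoma cells stably expressing GPR55 and beta-arrestin-GFP; plate controls were DMSO negative control for no effect and LPI positive control for full effect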
GPR55 antagonists = inhibition of LPI-stimulated GPR55 beta-arrestin translocation – imaging, U2OS, beta-arrestin-GFP, LPI agonist, primary screen (AID 2013); 290,000 compounds, 0.13% hits; inhibition, % at 10 µM; hits with a dose series show IC50 in µM; U2OS GPR55 beta-arrestin-GFP translocation imaging, LPI antagonism; higher % means a stronger effect;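 active = spots per cell inhibited over 60%, with over 100 cells counted and total cytoplasm intensity under 500,000; inconclusive = wells with under 100 cells, flagged as likely toxic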;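 note: U2OS cells stably carrying GPR55 and arrestin-GFP stimulated by 5 µM LPI near EC80; imaged beta-arrestin-GFP aggregate spots per cell after agonist stimulation; plate controls were LPI-stimulated DMSO wells for no effect and DMSO wells without LPI for full effect; some results filed as inactive read as strong as hits; confirmed hits need IC50 under 10 µM and bright autofluorescent wells are also inconclusive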
Rac1 GTP hydrolysis = MgcRacGAP GTPase-activating activity inhibitors, confirmation, biochemical, ADP Hunter fluorescence; MgcRacGAP-stimulated Rac1 GTP hydrolysis, ADP Hunter fluorescence; higher % means a stronger effect; GST-tagged Rac1 F28L mutant substrate; one-dose inhibition, % at 30 µM; IC50 in µM for titrated hits; 340,000 compounds, 0.6% hits; AID 624330;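 active = first-screen hits whose inhibition reached a set limit at any dose in the follow-up dose series; inconclusive = inhibition above the set first-screen limit but never retested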;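 note: fluorescence reports GDP produced by GAP-driven GTP hydrolysis; strong numbers were not always called active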
HIV peptide binding = inhibitors of HIV fusion peptide binding, primary screen, biochemical, uHTS, fluorescence dequenching (AID 1986); inhibition, % at 20 µM, or IC50 in µM where a hit was titrated; 290,000 compounds, 0.3% hits; cell-free peptide binding, fluorescence dequenching, 30 min; higher % means a stronger effect; in the data active = inhibition mostly above about 52%, no sharp cut-off; inactive = mostly below about 76%; note: some results filed as inactive read as strong as hits
KOR beta-arrestin-1 = KOR antagonists, beta-arrestin recruitment, cell-based, luminescence, uHTS (AID 1778); inhibition, % at 10 µM, or IC50 in µM where a hit was titrated; 290,000 compounds, 0.091% hits; KOR beta-arrestin recruitment, luminescence, antagonist mode; higher % means a stronger effect; note: strong numbers were not always called active
Large T inhibition = TAg ATPase/helicase activity blockers – biochemical (AID 1903) | SV40 large T antigen ATPase/helicase inhibition assay; higher % means a stronger effect | one-dose inhibition, % at 20 µM; IC50 in µM for titrated hits | 310,000 compounds, 0.39% hits; in the data active = a potency from the dose series; inconclusive = inhibition mostly from about 32% at the one dose, without a potency; inactive = the rest, 99 in 100 with inhibition below about 32%; note: strong numbers were not always called active
HEK293 NOD2/NF-kB = inhibition of NOD2-driven NF-kB reporter – cell-based, luminescence, uHTS, HEK293 (AID 1566). HEK293 NOD2/NF-kB luciferase reporter, luminescence; higher % means a stronger effect. one-dose inhibition, % at 4 µM; EC50 in µM for titrated hits. 290,000 compounds, 0.63% hits; note: many of its hits are not listed in these tables
NOD1 NF-kB reporter = inhibition of NOD1-driven NF-kB reporter – cell-based, luminescence, uHTS, primary screen (AID 1578). NOD1-driven NF-kB luciferase reporter cells, luminescence; higher % means a stronger effect. inhibition, % at 4 µM, or EC50 in µM where a hit was titrated. 290,000 compounds, 1% hits; in the data active = inhibition mostly above about 36%, no sharp cut-off; inactive = mostly below about 34%;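 note: HEK-293T reporter cells stimulated with the NOD1 agonist gamma-tri-DAP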
KOR beta-arrestin-2 = KOR agonists, beta-arrestin recruitment, primary screen, cell-based, luminescence, uHTS (AID 1777); KOR beta-arrestin recruitment, luminescence; higher % means a stronger effect; one-dose activation, % at 10 µM; EC50 in µM for titrated hits; 280,000 compounds, 0.02% hits; in the data active = activation above about 50%, passing the limit was not always enough; note: a part of the inactive calls stands beside numbers as strong as those of hits
Starred values were filed as active, the others as inactive; ? = inconclusive; . = no result given; [ ] = remark or other dose. Cut-off read from the data, not from the text of the source, unless noted: active = inhibition above about 50%; inactive = the rest. This is a subset; rates above refer to the full screens.

SMILES,GPR55 beta-arrestin,GPR55 antagonists,Rac1 GTP hydrolysis,HIV peptide binding,KOR beta-arrestin-1,Large T inhibition,HEK293 NOD2/NF-kB,NOD1 NF-kB reporter,KOR beta-arrestin-2
COc1cc(C(=O)O)ccc1OC(C)=O,-0.1%,1%,3%,-1.1%,-21%,-1%,10%,-20%,4.8%
COc1cc(N/C=C2\CC(=O)NC(C)=C2C#N)cc(OC)c1OC,1.0%,7%,18%,61%,9%,13%,20%,-31%,-4.5%
COc1cccc(-c2nnc(-c3ccccc3[N+](=O)[O-])o2)c1,0.2%,8%,.,-1.3%,34%,10%,-73%,-6%,-2.2%
COc1cc(NC(=O)c2ccco2)c(OC)cc1NC(=O)CSc1nnc(-c2cccs2)n1C,-0.2%,4%,9%,0.8%,3%,2%,12%,-30%,-4.3%
Nc1c(NCCCN2CCOCC2)c2ccccc2oc1=O,0.2%,3%,-2%,-0.2%,-29%,1%,-12%,-12%,-2.2%
Cc1ccc(OCCCCN2CCc3ccccc3C2)c(C)c1,0.2%,15%,7%,3.3%,-2%[20 µM],24%,-34%,17%,-1.8%
Cc1oc(-c2ccccc2Cl)nc1CS(=O)CC(=O)NCc1ccccc1Cl (configuration not stated),-0.2%,-2%,9%,1.0%,-18%,14%,19%,6%,-0.6%
CCN(CC(=O)Nc1ccc2c(c1)OCCO2)c1ccc(S(=O)(=O)N2CCOCC2)cn1,-0.3%,10%,4%,2.3%,-9%,16%,2%,3%,9.6%
COc1ccc(C2c3[nH]c4ccccc4c3CCN2CCCn2cccn2)c(F)c1 (configuration not stated),0.0%,1%,9%,-2.5%,20%,6%,2%,20%,7.4%
Cn1c(=O)c2c(nc(SCCN3CCOCC3)n2C)n(C)c1=O,-0.1%,-6%,10%,0.3%,-12%,3%,-10%,-13%,2.4%
COc1ccc2nc3cc(Cl)ccc3c(C#N)c2c1,-0.1%,4%,3%,3.4%,21%,7%,18%,-7%,3.1%
Cc1cccc(-c2nnc(SCC#N)n2C)c1,0.5%,4%,5%,1.3%,-27%[20 µM],4%,8%,-35%,.
CCC(C)n1[nH]c(=O)cc1N (configuration not stated),-1.0%,-3%,0%,0.1%,4%,15%,14%,1%,1.3%
COc1ccc(CN2CCN(C(=O)C3CCN(S(=O)(=O)c4cccs4)CC3)CC2)c(OC)c1OC,0.2%,8%,7%,1.2%,-39%,3%,7%,-17%,0.9%
CN(C)C(CNc1ccc(C(F)(F)F)cn1)c1ccccc1 (configuration not stated),0.2%,21%,7%,-0.9%,-16%,3%,-4%,-28%,4.1%
O=C(Nc1ccc(C(=O)N2CCCCC2)cc1)c1cccc([N+](=O)[O-])c1,0.0%,2%,1%,0.2%,-2%,0%,11%,-27%,-0.3%
O=C(CSCc1ccccc1Cl)N1CCN(c2ccccn2)CC1,0.2%,11%,1%,25%,.,5%,.,.,-3.1%
Cn1c(=O)c2c(nc(CN3CCN(c4ccc(F)cc4)CC3)n2CCN2CCOCC2)n(C)c1=O,-0.1%,4%,5%,-1.4%,.,10%,5%,-7%,.
Cc1ccc(-n2nc3c(c2NC(=O)c2ccc4c(c2)OCO4)CSC3)cc1,-0.3%,3%,10%,-0.2%,-68%,2%,15%,-50%,2.7%
COCCNC(=S)N(Cc1cccs1)Cc1cc2cccc(C)c2[nH]c1=O,-0.1%,4%,6%,-0.9%,-29%,.,16%,-26%,5.3%
COc1ccccc1NC(=O)/C(C#N)=C/c1cccnc1,0.2%,12%,4%,0.5%,-19%,18%,5%,-26%,-3.4%
O=C(CCn1c(=O)c2ccccc2n(Cc2ccccc2)c1=O)NC1CCN(Cc2ccccc2)CC1,-0.1%,2%,10%,1.0%,16%,23%,-2%,-13%,6.2%
C/C(CC(=O)Nc1cccc(Cl)c1)=N\NC(=O)Cc1ccc(Cl)cc1,0.0%,0%,0%,4.1%,-15%,25%,10%,-4%,0.9%
CCC(CC)c1nnc(NC(=O)[C@@H](NC(=O)c2cccc(C)c2)C(C)C)s1,?,2%,10%,-0.2%,35%,15%,-3%,-23%,1.0%
CCCCOC(=O)CCc1c(C)n[nH]c1C,0.0%,10%,.,-1.0%,14%,11%,-2%,0%,1.8%
CCCCNC(=O)C1CCC(CNS(=O)(=O)c2cccc3nsnc23)CC1 (configuration not stated),0.2%,-1%,-21%,0.3%,-16%,6%,9%,1%,-3.5%
O=C(CSc1nnnn1C1CCCC1)NCc1cccs1,-0.1%,8%,6%,0.6%,-6%,5%,-12%,-36%,3.4%
Oc1ccccc1CN1CCC(C(O)(c2ccccc2)c2ccccc2)CC1,0.1%,1%,12%,-0.3%,27%,-27%,23%,-22%,-0.2%
O=C(Nc1ccc(N2CCOCC2)c(Cl)c1)c1cccnc1Cl,0.0%,6%,-1%,-1.8%,-25%,9%,1%,38%,6.5%
CCOP(=O)(OCC)C(NC(=O)/C=C/c1ccc(OC)cc1)c1ccccc1 (configuration not stated),-0.3%,3%,6%,1.1%,6%,7%,9%,-19%,-4.2%
O=C(CNC(=O)N1CC(=O)Nc2ccccc21)NCc1ccccc1Cl,-0.1%,-6%,10%,0.4%,11%,6%,13%,-15%,7.5%
O=C(Nc1ccccc1Cl)N1CCN(C/C=C/c2ccccc2)CC1,-0.3%,-5%,-8%,0.8%,24%,9%,2%,-11%,6.7%
C=CCn1c2ccccc2c(=O)c2cc(C#Cc3ccsc3)ccc21,0.2%,-2%,.,-2.6%,-46%[20 µM],9%,12%,-23%,-4.2%
S=c1[nH]nc(Nc2ccc(Cl)cc2)s1,-0.3%,-6%,?,0.3%,-9%,?,-7%,-11%,4.4%
CCOc1cc(C(=O)OCC(=O)NCc2ccco2)cc(OCC)c1OCC,-0.2%,8%,13%,-0.6%,-8%,7%,11%,-1%,-3.4%
O=C(CN1CCCCCC1)OCCN=C1NS(=O)(=O)c2ccccc21,0.5%,12%,15%,1.4%,-3%,1%,0%,-3%,-2.5%
NC(=O)NC(Cc1ccccc1)C(=O)NCCCSc1ccccc1 (configuration not stated),0.2%,2%,6%,46%,-8%,0%,2%,-32%,-2.3%
Cc1ccc(CNC(=O)Cn2cc(C(F)(F)F)ccc2=O)cc1,0.2%,-2%,4%,-0.6%,2%,9%,1%,20%,8.4%
CCn1c(CCNC(=O)c2ccc(C)cc2)n[nH]c1=S,0.4%,5%,0%,1.8%,6%,5%,8%,-18%,-4.7%
S=c1[nH]nc(COc2ccccc2)n1/N=C/c1ccc(Br)s1,0.3%,12%,5%,12%,-2%,5%,12%,9%,-2.3%
Cc1ccc([N+](=O)[O-])c(OCCCN2CCCCCC2)c1,0.6%,3%,13%,-1.4%,-13%,9%,-13%,-25%,6.2%
CCOC(=O)c1cc2c(nc1NC(=S)NCc1ccccc1)CCCC2,-0.1%,12%,4%,-0.7%,15%,2%,-36%,-36%,0.0%
COC(=O)c1sccc1NC(=O)CSc1ccccc1NS(=O)(=O)c1ccc(Br)cc1,-0.3%,7%,6%,6.0%,21%,-2%,.,.,1.9%
Cc1c(C(=O)NCc2cccs2)oc2ccc(S(=O)(=O)N3CCOCC3)cc12,-0.1%,4%,-2%,-2.0%,15%,13%,16%,-12%,-7.4%
COc1cccc(/C=C2/SC(=S)N(CCCC(=O)Nc3ccc(O)cc3)C2=O)c1,0.0%,0%,27%,-2.1%,8%,28%,.,.,-2.4%
CCN(CC)CC(C(=O)N(CC)CC)P(=O)(c1ccccc1)c1ccccc1 (configuration not stated),-0.1%,-6%,1%,-0.7%,-1%,9%,-5%,7%,-3.5%
CC(NC(=O)CN(c1ccc(Br)cc1)S(C)(=O)=O)c1ccccc1 (configuration not stated),0.1%,2%,12%,0.0%,12%[20 µM],5%,-13%,-29%,-2.2%
COc1cccc(C(=O)NNC(=O)C(=O)Nc2ccc(C)cc2)c1,-0.4%,-7%,8%,3.4%,-41%,7%,5%,-15%,-0.3%
CCn1c(O)c(N=NC(=O)CNC(=O)/C=C/c2ccco2)c2ccccc21,0.5%,-10%,4%,-3.1%,-9%,9%,12%,20%,-6.0%
CC(=O)Oc1ccccc1C1OCCN1C(C)=O (configuration not stated),-0.4%,10%,4%,-0.5%,32%,12%,-1%,-19%,-1.3%

Additional structures
SMILES,GPR55 beta-arrestin,GPR55 antagonists,Rac1 GTP hydrolysis,HIV peptide binding,KOR beta-arrestin-1,Large T inhibition,HEK293 NOD2/NF-kB,NOD1 NF-kB reporter,KOR beta-arrestin-2
CC(=O)c1ccc(OCC(O)CN2CCN(CCO)CC2)cc1 (configuration not stated),0.3%,6%,2%,1.3%,-23%,1%,8%,-15%,1.5%
Clc1ccc(Cl)c(OCCN2CCOCC2)c1,0.2%,9%,7%,-1.8%,-4%,2%,-8%,-25%,-0.5%
COc1cccc2cc(C(=O)NNC(=O)c3ccc(Br)cc3)c(=O)oc12,0.1%,-1%,4%,0.1%,9%,-2%,7%,-38%,-2.0%
CC(=O)c1ccc(N(C(=O)c2ccco2)C(C(=O)NC2CCCC2)c2ccc(N3CCOCC3)cc2)cc1 (configuration not stated),-0.1%,-1%,15%,-1.5%,-9%[20 µM],1%,9%,-14%,.
CC1=C(C(=O)NC(C)c2ccc3c(c2)OCCO3)C2(CCC(C)CC2)OC1=O (configuration not stated),-0.4%,-1%,4%,11%,14%,7%,11%,6%,-5.3%
Cc1cc(C)c2c(N)c(C(=O)Nc3nccs3)sc2n1,-0.2%,4%,19%,3.7%,-11%,2%,-123%,34%,5.0%
CCCCOc1ccc(-c2ncc(C(=O)OCC)c(N)n2)cc1,-0.1%,8%,12%,-1.4%,17%,3%,-24%,-26%,-0.5%
O=C1C=C(NCc2ccco2)CCC1,-0.2%,-10%,5%,1.3%,14%,5%,6%,-5%,-0.8%
Cc1cc(=O)oc2cc(OCC(=O)NC3CCN(Cc4ccccc4)CC3)c(Cl)cc12,-0.1%,6%,2%,0.9%,-8%,3%,8%,-6%,-1.2%
O=C(CN(CC1CCCO1)C(=O)CNS(=O)(=O)c1ccc(Cl)cc1)NCC1CCCO1 (configuration not stated),1.0%,-1%,1%,-1.3%,-34%,8%,10%,-36%,0.6%
CCOC(=O)C1CCN(C(=O)c2ccc3c(c2)OCO3)CC1,0.2%,10%,7%,-1.8%,18%,12%,8%,-7%,-2.9%
